Source: PubChem
mcGAS MS inh: blocks mouse cGAS cGAMP production; Q8C6L5; recombinant mouse cGAS, cGAMP by RapidFire MS; inhibition, % at 12.5 µM; 0.18% of 130,000 active; AID 1259397;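 active = inhibition of cGAS enzyme activity at or above 60%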;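 also: enzyme stimulated by 45 bp dsDNA with ATP and GTP substrates; cGAMP share of summed cGAMP plus half ATP and half GTP signals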
Target sequence (Q8C6L5 whole entry, looked up): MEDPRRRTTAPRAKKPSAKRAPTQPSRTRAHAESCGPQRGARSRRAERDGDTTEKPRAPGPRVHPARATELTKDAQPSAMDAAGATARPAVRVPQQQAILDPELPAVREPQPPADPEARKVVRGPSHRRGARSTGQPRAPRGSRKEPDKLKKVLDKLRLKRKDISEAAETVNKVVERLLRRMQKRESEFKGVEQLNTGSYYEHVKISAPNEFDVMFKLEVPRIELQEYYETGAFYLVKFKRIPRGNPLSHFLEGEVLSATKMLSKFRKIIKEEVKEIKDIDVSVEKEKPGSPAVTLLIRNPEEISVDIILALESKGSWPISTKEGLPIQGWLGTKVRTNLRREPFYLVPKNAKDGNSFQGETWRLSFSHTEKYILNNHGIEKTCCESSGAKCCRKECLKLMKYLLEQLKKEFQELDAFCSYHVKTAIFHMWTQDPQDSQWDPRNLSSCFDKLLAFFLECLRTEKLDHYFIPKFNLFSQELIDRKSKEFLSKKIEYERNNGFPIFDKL
Starred values were filed as active, the others as inactive; & = joins results of further samples. An excerpt, so the mix of outcomes need not match the whole.

SMILES	mcGAS MS inh
CN(CC(=O)Nc1ncc(C(F)(F)F)cc1Cl)Cc1ccc(Cl)c(Cl)c1	-7.6
CC(C)(C)c1nnc(N2CCOCC2)[nH]c1=O	-9.4
Clc1ccc(-c2nc(-c3cccc(Br)c3)no2)s1	1.4
CC(C)(C)c1[nH]nc2c1C(c1ccco1)C(C#N)C(=N)O2 (centres undefined)	2.9
Cc1cc(NC(=O)CN(C)C2CCC(C)CC2)no1 (centres undefined)	-9.9
Fc1ccc2c(c1)CCC2NCc1ccc2c(c1)CCO2 (centres undefined)	-6.4
FC(F)Sc1ncnc2sc3c(c12)CCCC3	-8.0
Cn1c(=O)n(Cc2cccc(Cl)c2)c(=O)c2c1nc1n2CCCN1Cc1ccco1	-5.1
C=CCc1cc(CN2CCN(C(=O)OC(C)(C)C)CC2)c(O)c(OC)c1	2.3
N=c1c2c(-c3ccccc3)c(-c3ccccc3)n(Cc3ccco3)c2ncn1CCN1CCOCC1	1.3
COc1ccc(C2CC(c3cc(Cl)cc(Cl)c3O)=NN2)c(OC)c1 (centres undefined)	-1.8
CC(C(=O)N1CC[C@H](O)C1)c1ccsc1 (some centres undefined)	5.2
CN(C1CCCCC1)S(=O)(=O)NC1COc2ccccc21 (centres undefined)	-5.3&6.9
COCCn1c2c(=O)n(C)c(=O)n(C)c2n2c(-c3ccc(OCc4ccccc4)cc3)nnc12	-9.3
COCC(=O)N1CCCN(CC2=Cc3cccc(OC)c3OC2)CC1	-22.6
Cc1csc(SC(C)C(=O)Nc2c(C)cccc2C(C)C)n1 (centres undefined)	3.1
Cc1ccc(N[P+](c2ccncc2)(N2CCCC2)C(C)(C)C)cc1C (centres undefined)	-11.7&5.0
O=C(Nc1ccc(F)c(Cl)c1)c1cc(=O)c(OCc2ccc(F)cc2)c[nH]1	-2.4
COc1ccc(CCC(=O)N2CCCC2CN2CC(C)OC(C)C2)cc1F (centres undefined)	-8.5
N#CC1C(=O)NC(N2CCCCC2)=NC12CCCCC2 (centres undefined)	1.2
CN1CC(=O)N2CCN(Cc3ccc(Oc4ncccn4)cc3)CC2C1=O (centres undefined)	-11.6
CS(=O)(=O)c1cc(C(=O)OC2CCCCC2)ccc1Cl	10.2
CN1CC2(CCCN(Cc3ccc(S(C)(=O)=O)cc3)C2)OC1=O (centres undefined)	-13.3
O=C(CCc1ccccc1F)Nc1ccc(C(=O)Nc2cccnc2)cc1	-6.1
CC1(c2ccccc2F)NC(=O)N(Cc2noc(-c3ccsc3)n2)C1=O (centres undefined)	-8.7
SMILES	mcGAS MS inh
Cc1nnc2n1Nc1nc3ccccc3nc1S2	8.3
CN1N=C(C(=O)N(CCN2CCCCC2)CC2CCCN(C3CCCC3)C2)CCC1=O (centres undefined)	-5.4
N#Cc1c[nH]c(C(=O)NC2CCN(c3cccc(Cl)c3)C2)c1 (centres undefined)	-9.2
O=C(CN1C[C@H]2C[C@H](O)[C@@H](O)C[C@H]2C1)NCCc1ccc(F)cc1	-21.6
c1ccc(-c2cc(Sc3nc4ccccc4s3)nc3ccccc23)cc1	-12.4
Cc1cc(C(=O)N2CCC2(C)C(=O)NC(C)C)nn1C (centres undefined)	-10.1
COC(=O)c1c([N+](=O)[O-])cnn1C	1.2
O=C(O)c1csc(S(=O)(=O)N2CCCc3cccc(OC(F)F)c32)c1	1.5
Cc1c(C)n2c3c(=O)n(CCCc4ccccc4)c(=O)n(C)c3nc2n1CC1CCCO1 (centres undefined)	-5.9
Cc1nc2c(c(=O)n1C)CN(C(=O)c1ccccc1C1CCNC1)C2 (centres undefined)	-0.1
CCOc1cc(-c2nn(CN3CCOCC3)c(=S)o2)cc(OCC)c1OCC	-5.1
CN(C)c1nc2c(c(=O)[nH]1)CCN(C(=O)C1[C@@H]3[C@H]4CC[C@H](C4)[C@H]13)CC2 (some centres undefined)	-11.6
Cc1c(C(=O)NCc2ccccc2C(F)(F)F)sc(=O)n1Cc1ccccc1	-4.3
CC(NC(=O)c1cc2n(n1)CCCN(C)C2)c1cn2ccsc2n1 (centres undefined)	-10.5
Cc1ccc(N(C)C(=O)CCCOc2ccccc2Cl)cc1	-4.9
CC(=O)Nc1ccc(F)c(NC(=O)c2ccc(S(=O)(=O)C(C)C)cc2)c1	1.9
Cc1cc(C)cc(NC(=O)Cn2nc(C)c3cnn(-c4ccc(F)cc4)c3c2=O)c1	-7.7
Cc1cc(C(=O)NCc2cccnc2N2CCCC(O)C2)nn1C (centres undefined)	5.9
COC(=O)N1CCC(NC(=O)c2cc3cccc(Cl)c3o2)C1 (centres undefined)	-7.0
COC(=O)Cn1c(=O)c2c(nc3n2CCCN3c2ccc(C)c(Cl)c2)n(C)c1=O	-9.5
Cc1cccc(-c2cn(C(Cn3ccnc3)C(C)(C)C)nn2)n1 (centres undefined)	-8.0
Cc1ccc(-c2nc(C=Nc3cccnc3Cl)c(O)o2)cc1	-11.5
CCn1c(CC2CCN(Cc3cnc(OC)nc3)CC2)n[nH]c1=O	-26.3
Cc1sc2nc(/C(C#N)=C/c3ccccc3OC(F)F)[nH]c(=O)c2c1C	16.4
CC(NC(=O)c1cn(-c2ccccc2)nn1)c1cn2ncsc2n1 (centres undefined)	-9.6

Structures from the list above containing two or more sulfur atoms:
SMILES	mcGAS MS inh
FC(F)Sc1ncnc2sc3c(c12)CCCC3	-8.0
Cc1csc(SC(C)C(=O)Nc2c(C)cccc2C(C)C)n1 (centres undefined)	3.1
c1ccc(-c2cc(Sc3nc4ccccc4s3)nc3ccccc23)cc1	-12.4
O=C(O)c1csc(S(=O)(=O)N2CCCc3cccc(OC(F)F)c32)c1	1.5

Going on with the list.
SMILES	mcGAS MS inh
CCN(Cc1cccc(F)c1)C(=O)Cn1cnc2ccccc2c1=O	-15.6
NC(=O)CN(C(=O)C1CC(=O)N(Cc2ccccc2)C1)C1CCCC1 (centres undefined)	-14.8
O=C(OCC1CC2CCC1C2)C(c1ccccc1)n1cccn1 (centres undefined)	-7.3
Cc1nc(-c2ccccc2)ncc1C(=O)NCC1(O)CCCNCC1 (centres undefined)	-10.5
CCN(C(=O)COc1ccc(S(N)(=O)=O)cc1)C1=CCCCC1	3.5
Nc1nnc(SCC(=O)N2CCOCC2)s1	-23.0
Cc1nn(S(=O)(=O)c2ccc(Cl)cc2)c(C)c1S(=O)(=O)N1CCCC1	-6.0
O=c1c2ccccc2ncn1Cc1noc(-c2ccco2)n1	-9.9
O=C(Nc1cc2c(cc1Cl)C(=O)c1ccccc1C2=O)c1ccco1	-5.8
C=CCNc1ccccc1C(=O)N(C)CC1CCCCN1C (centres undefined)	0.9
CCOC(=O)c1c(N)oc2c(Br)c3c(C(=O)OCC)c(N)oc3c(Br)c12	-2.3
Cc1nn(C)c(C)c1CN(C(=O)c1cc2ncccn2n1)C1CC1	-10.6
Cc1nc(-c2cc(C(=O)NCC(=O)NC(C)C)n(C)c2)cs1	0.4
CNc1ccc2ncc(-c3cc(OC)ccc3OC)n2n1	-0.3
Cc1cc(C)nc(Cl)n1	-3.7
O=C(Nc1cccc(Cn2ccnc2)c1)c1csc(Br)c1	-5.6
CC(C)Cn1cncc1CNc1nc(CCN)nc2ccccc12	-4.4
Cc1c(=O)n(OCc2ccc(Oc3ccccc3)cc2)c2ccccc2[n+]1[O-]	-2.4
COCc1nc(NC(c2ncc(C)s2)C2CC2)c2c(-c3ccccc3)csc2n1 (centres undefined)	-3.0
O=c1[nH]c(C(Cl)=Cc2ccc(F)cc2)nc2cc(C(F)(F)F)ccc12	-13.4
CCCCn1c(CN(C)C(C)c2ccccc2OC)cnc1S(=O)(=O)CC (centres undefined)	-1.5
CN1CCCN(c2ncccc2CNC(=O)c2c[nH]c3ccccc23)CC1	-1.9
CCOc1ccc(S(=O)(=O)NCCn2ncc3c(N4CCCC4)ncnc32)cc1	-25.3
Cc1nc(C(F)(F)F)ccc1C(=O)Nc1ccccc1CS(C)(=O)=O	-15.1
CSc1ccccc1NC(=O)N1CCCC(C(=O)c2ccc3c(c2)OCO3)C1 (centres undefined)	10.1
SMILES	mcGAS MS inh
N#CC1(C(=O)Nc2ccc3c(c2)S(=O)(=O)C=C3)CCCCC1	-11.7&-9.5
O=C(Nc1ccc(-c2cscn2)cc1)C1CCCN(C(=O)Cc2ccccc2F)C1 (centres undefined)	-1.0
COc1ccc(C=NOCc2ccc(Br)cc2)c(OC)c1	-9.4
CCOc1ccc(-c2nc(C(=O)N(C)C3CCC3)cs2)cc1	-2.9
Cc1n[nH]c(C)c1NC(=O)CN1CC2CCCCC21c1ccccc1 (centres undefined)	-14.8
COc1ccc(C(O)C(C)N2CCN(CC(=O)NC3CC3)CC2)cc1 (centres undefined)	-9.3
C#Cc1cccc(NC(=O)C(C(C)C)n2cnc3ccccc32)c1 (centres undefined)	0.9
Cc1noc(NC(=O)c2cc(C)c(OCc3cccnc3)c(C)c2)n1	-6.1
C=CCN1C(=O)CSC1=NS(=O)(=O)c1ccc(Cl)s1	-4.0
CCN(CC)S(=O)(=O)c1ccc(CNC(=O)Nc2ccc(C)cc2)s1	1.4
O=C(NCc1ccc(S(=O)(=O)N2CCOCC2)s1)c1cnccn1	-2.5
c1ccc(C2(CNc3nc4nonc4nc3N3CCOCC3)CCOCC2)cc1	2.3
CS(=O)(=O)CCC(=O)NC1CC(c2cccc(Cl)c2)C1 (centres undefined)	-4.3
Cc1cccc(NC(=O)C(=O)NCCCO)c1C	0.1
CCOC(=O)c1cc(CSC(=N)N)c(CC)o1	0.0
Cn1c(=O)[nH]c2ncn(C)c2c1=O	2.2
Cc1ccc(NC(=O)Cc2c(C)nn(-c3ccc(C(F)(F)F)cn3)c2C)cc1	1.3
COc1ccc(COc2ccc(C(=O)O)cc2OC)cc1Br	-7.5
Cc1cc(C)cc(C2(C(=O)Nc3cccc(-n4c(C)c[nH]c4=O)c3)CCC2)c1	-3.3
Cc1ccccc1CS(=O)(=O)N(CCC#N)C1CC1	-7.1
CC(C)=NOC(C)C(=O)NCCc1cnc2cc(C)ccn12 (centres undefined)	-8.7
CCOC(=O)N1CCN(Cc2nc3c(c(=O)n(C)c(=O)n3C)n2CCC(C)C)CC1	-18.2
CCC(NCc1cnn(C)c1)c1cccc(Cl)c1 (centres undefined)	-4.4
Cc1cccc(NC(=O)C(C)N2CCN(C(=O)C3CCCO3)CC2)c1 (centres undefined)	-8.9
CC(C)(C)C(=O)CNC(=O)c1ccccc1NS(=O)(=O)c1ccc(F)c(F)c1	-11.2

Next section; it opens with the four that closed the last part.
SMILES	mcGAS MS inh
CCOC(=O)N1CCN(Cc2nc3c(c(=O)n(C)c(=O)n3C)n2CCC(C)C)CC1	-18.2
CCC(NCc1cnn(C)c1)c1cccc(Cl)c1 (centres undefined)	-4.4
Cc1cccc(NC(=O)C(C)N2CCN(C(=O)C3CCCO3)CC2)c1 (centres undefined)	-8.9
CC(C)(C)C(=O)CNC(=O)c1ccccc1NS(=O)(=O)c1ccc(F)c(F)c1	-11.2
COC(=O)CCCCN1CCOC(c2ccc(Cl)c(Cl)c2)C1 (centres undefined)	-9.9
CCC(=O)NCCc1nc2ccccc2n1Cc1ccccc1F	-3.7
CCN(CC)S(=O)(=O)c1cccc(N=C2C(=O)N(C)c3ccccc32)c1	-0.3
C=CCNc1nsc(C(=O)c2ccc(OC)cc2)c1N	-6.7
NC(=O)CC1(C(F)(F)F)OCCO1	41.5
FC(F)(F)c1nnc2n1Nc1nc3ccccc3nc1S2	-6.5
O=C1NC2(CCCN(Cc3ccccc3)C2)C(=O)N1CN1CCOCC1 (centres undefined)	0.6
Cc1nc2ccc(S(=O)(=O)NCCn3nc(-c4cccnc4)ccc3=O)cc2s1	-1.7
CC(C)c1cc(C2CCN(C(=O)c3c4c(nn3C)CCCC4)CC2)[nH]n1	-31.8
Cc1ccc2nc(C)c(NC(=O)CC3CCCC3)c(=O)n2c1	-4.0
O=C1N(CC2CC2)C(c2ccoc2)NC12CCCC2 (centres undefined)	-11.0
Cc1nn(-c2ccc(C(=O)OC(C)C(=O)N3CCOCC3)cc2)c(C)c1Cl (centres undefined)	-2.8
COc1cc(OC)cc(C(=O)N2CCCC(OCc3cccc(C(F)(F)F)c3)C2)c1 (centres undefined)	-3.7
Cc1ccc(-c2ccc(C(=O)NCCC3CN(C)CCO3)o2)cc1 (centres undefined)	-17.0
Cc1onc(-c2ccccc2)c1C1=NNC(=CN2CCCCCC2)O1	-10.1
Cc1cccc(NCC(=O)NC(=O)NCC(C)C)c1C(=O)N1CCCC1	-13.0
O=S(=O)(NCCC1CCCN(Cc2ccco2)C1)C1CC1 (centres undefined)	-13.2
O=C(Cc1cnn(-c2ccccc2)n1)N1CCCCCCC1	0.3
CC(Cc1nc2ccccc2s1)N1CCOC(C(N)=O)C1 (centres undefined)	-9.8
CC(Nc1cccc(OC(F)(F)F)c1)C(=O)Nc1cccnc1Cl (centres undefined)	-13.6
CC(C)CC(=O)Nc1cccc(N2CCCCC2=O)c1	-17.2
O=C(Cn1nc(C(F)F)cc1C(F)F)NN1CCOCC1	-9.0
COc1ccc(-n2c(C(C)n3cccn3)n[nH]c2=O)cc1OC (centres undefined)	11.6
CN1CCN(c2nc3c(c(=O)[nH]c(=O)n3C)n2Cc2ccc(Cl)c(Cl)c2)CC1	-12.8
CCOc1cc(-c2ccc(O)cc2)cc(=O)c2c(C)oc(C)c12	-1.5

Overlap with the part before: four compounds, then new ones.
SMILES	mcGAS MS inh
O=C(Cn1nc(C(F)F)cc1C(F)F)NN1CCOCC1	-9.0
COc1ccc(-n2c(C(C)n3cccn3)n[nH]c2=O)cc1OC (centres undefined)	11.6
CN1CCN(c2nc3c(c(=O)[nH]c(=O)n3C)n2Cc2ccc(Cl)c(Cl)c2)CC1	-12.8
CCOc1cc(-c2ccc(O)cc2)cc(=O)c2c(C)oc(C)c12	-1.5
CC1CCN(Cc2nnnn2CC(=O)N(C)C2CCOC2)CC1 (centres undefined)	2.1
COCCN1CC(C(=O)N2CCC(c3ccncc3)CC2)CC1=O (centres undefined)	4.5
Cc1cc(-c2nnc(CCC(=O)NC(C)c3ccc(F)cc3)o2)no1 (centres undefined)	-10.3
COc1ccccc1Cn1c(C)c(C(=O)NCc2ccc3c(c2)OCO3)sc1=O	-9.7
CCc1nc(CN2CCCC(C(=O)Nc3ccc(-c4cccc(OC)c4)cc3)C2)c(C)[nH]1 (centres undefined)	-2.3
c1ccc(Cn2c(C3CCCO3)nc3ccccc32)cc1 (centres undefined)	-6.8
CN(C)c1ccc(/C=C(\C#N)c2nn(CCO)c(N)c2C#N)cc1[N+](=O)[O-]	3.9
